# KKLEB cytotox = reduces viability of KKLEB cystic fibrosis airway cells | KKLEB CF airway cells viability, ATPlite luminescence, overnight; active compounds read low; cells stimulated with P. aeruginosa culture filtrate | activity change (cytotoxicity), % at 5 µM | hit rate 0.36% among 360,000;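 active means corrected activity change at or below -50% at 5 µM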
# TROY NFkB inh = TROY signaling inhibition; inhibition, % at 10 µM; hit rate 0.98% among 360,000; AID 1347056; Q293 LMP1-TROYcd NF-kB luciferase reporter, 4 h;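 active means compounds whose plate-normalised and pattern-corrected inhibition of the luciferase reporter signal at the single screening dose is 50% or more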
# EBV LMP1 NFkB = inhibitors of Epstein-Barr LMP1-induced NF-kappaB reporter; AID 504558; LMP1-induced NF-kappaB luciferase reporter cells, luminescence; inhibition, % at 12.5 µM; hit rate 0.69% among 350,000; in the data active means inhibition above about 41%;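 further: 0% = neutral control wells and 100% = reference inhibitor control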
# LRH-1 inv ag = NR5A2 inverse agonism in reporter assay. HEK293T StAR-luciferase reporter, LRH-1 transfected, 24 h. inhibition, % at 3.6 µM. hit rate 0.13% among 360,000;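 active means inhibition above the mean inhibition of all tested compounds plus 3 SD, cut at about 73% in these data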;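 further: 0% = DMSO wells and 100% = reporter-only cells lacking LRH-1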
# Target sequence (O00482 whole entry, looked up): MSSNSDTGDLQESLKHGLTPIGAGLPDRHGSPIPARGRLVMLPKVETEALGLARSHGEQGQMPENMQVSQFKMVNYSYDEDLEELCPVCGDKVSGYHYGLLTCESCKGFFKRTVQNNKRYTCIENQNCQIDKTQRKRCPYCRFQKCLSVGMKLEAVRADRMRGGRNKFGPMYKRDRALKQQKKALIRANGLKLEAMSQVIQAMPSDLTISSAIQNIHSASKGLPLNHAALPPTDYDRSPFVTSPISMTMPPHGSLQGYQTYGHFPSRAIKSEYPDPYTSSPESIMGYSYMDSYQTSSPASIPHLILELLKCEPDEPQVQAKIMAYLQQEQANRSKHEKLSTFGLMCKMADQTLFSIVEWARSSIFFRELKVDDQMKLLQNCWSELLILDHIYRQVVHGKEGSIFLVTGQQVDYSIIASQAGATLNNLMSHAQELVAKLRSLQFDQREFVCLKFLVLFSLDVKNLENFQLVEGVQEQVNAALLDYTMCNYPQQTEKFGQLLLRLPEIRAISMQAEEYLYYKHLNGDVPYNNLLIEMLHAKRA
# NCOA3 inh = inhibitors of human steroid receptor coactivator 3 (SRC3); HEK293 GAL4-SRC3 luciferase reporter, luminescence; Q9Y6Q9; inhibition, % at 3.6 µM; hit rate 0.17% among 360,000; AID 588352;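 active means inhibition above a per-campaign cutoff, the mean of all compounds plus 3 SD, cut at about 60% in these data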;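 further: 0% = DMSO-treated cells and 100% = gossypol-treated cells at 36 µM; higher means less SRC3-driven luciferase light from the GAL4 reporter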
# TWEAK Fn14 block = inhibitors of TWEAK-Fn14 interaction signaling | TWEAK-stimulated Fn14 reporter cells, luciferase luminescence, 8 h | inhibition, % at 10 µM | hit rate 2% among 360,000; in the data active means inhibition above about 50%
# C8 TRAIL sens = caspase-8 TRAIL sensitization | NB7+C8 cells + TRAIL, ATPlite viability luminescence | inhibition (viability loss, TRAIL sensitization), % at 10 µM | hit rate 1% among 360,000 | AID 624354;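 active means compounds causing at least 50% loss of cell viability in the single-dose screen, relative to plate controls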
# SRC2 inh = inhibits human steroid receptor coactivator 2; HEK293 GAL4-SRC2 luciferase reporter, luminescence; inhibition, % at 9 µM; hit rate 0.17% among 370,000;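 active means inhibition above the mean inhibition of all tested compounds plus 3 SD, set per campaign, cut at about 52% in these data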;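 further: 0% = DMSO treated cells and 100% = cells given Gossypol at 36 µM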
# COUP-TFII inh = NR2F2 (human) inhibition, primary screen; P24468; HEK293T NGFI-A luciferase reporter, luminescence; inhibition, % at 8.6 µM; hit rate 0.7% among 370,000;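 active means inhibition above a per-plate cutoff, mean inhibition of test wells between control levels plus 3 SD, cut at about 38% in these data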;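 further: cells cotransfected with COUP-TFII expression vector driving the NGFI-A reporter; 0% = median of COUP-TF2 test wells and 100% = reporter-only cells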
# Target sequence (P24468 whole entry, looked up): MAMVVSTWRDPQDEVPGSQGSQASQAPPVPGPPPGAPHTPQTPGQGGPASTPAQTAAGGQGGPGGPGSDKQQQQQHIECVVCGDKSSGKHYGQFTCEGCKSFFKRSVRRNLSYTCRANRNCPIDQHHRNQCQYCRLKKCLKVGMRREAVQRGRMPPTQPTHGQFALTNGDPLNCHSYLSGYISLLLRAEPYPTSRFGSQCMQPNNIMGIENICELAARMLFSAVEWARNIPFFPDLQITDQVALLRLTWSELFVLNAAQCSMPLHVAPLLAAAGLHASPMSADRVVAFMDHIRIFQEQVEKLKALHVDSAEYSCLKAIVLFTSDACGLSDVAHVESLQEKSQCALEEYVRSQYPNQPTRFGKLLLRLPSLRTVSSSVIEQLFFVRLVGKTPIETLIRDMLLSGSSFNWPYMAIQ
# CF NFkB block = cystic fibrosis NF-kB activation inhibition | hit rate 0.86% among 360,000 | AID 588850 | inhibition, % at 5 µM | KKLEB NF-kB-GFP reporter, PAF-induced, GFP fluorescence overnight;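 active means at least 50% inhibition at 5 µM, scaled per plate between neutral and stimulator controls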;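 further: PAF is a Pseudomonas aeruginosa culture filtrate used as stimulus; plate controls were PAF-stimulated DMSO wells for no effect and unstimulated DMSO wells for full effect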
# NCOA1 inh = human NCOA1 inhibition. AID 588354. hit rate 0.12% among 360,000. HEK293 GAL4-SRC1 luciferase reporter, luminescence. Q15788. inhibition, % at 3.6 µM;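 active means inhibition above the campaign mean plus 3 SD, with each screening campaign given its own cutoff, cut at about 60% in these data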;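 further: 0% = DMSO treated cells and 100% = gossypol at 36 µM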
# The depositor's hits bear a star; · = no result given.
SMILES,KKLEB cytotox,TROY NFkB inh,EBV LMP1 NFkB,LRH-1 inv ag,NCOA3 inh,TWEAK Fn14 block,C8 TRAIL sens,SRC2 inh,COUP-TFII inh,CF NFkB block,NCOA1 inh
FC(F)(F)c1ccc(N/N=C/c2cccnc2)nc1,16,-28,-21,-52,-36,22,14,-22,-21,12,-29
C=CCSC(=C(C#N)C#N)c1cc2c([nH]1)CCCC2,-14,-8,-15,22,25,29,-3,27,7,18,16
NC(c1ccccc1)c1csc(NC(=O)Nc2cccc(Cl)c2)n1 (stereo not drawn),-1,15,·,-21,-14,24,21,-28,2,59*,-6
O=C(COC(=O)CCN1C(=O)c2cccc([N+](=O)[O-])c2C1=O)NCc1ccccc1,5,-9,3,-9,13,7,0,26,8,-14,1
COc1ccc(CNC(=O)C2CCCN(C(=O)Nc3ccc(OC)cc3)C2)cc1 (stereo not drawn),-12,0,-3,-6,-1,-29,1,3,-2,10,-18
O=C(Nc1ccc2c(c1)OCO2)Nc1cnccn1,-2,8,-1,-31,-19,-2,9,-45,-33,12,-31
COc1cccc(CNC(=O)C2CCN(S(=O)(=O)c3ccc4c(c3)CC(C)N4C(C)=O)CC2)c1 (stereo not drawn),-1,-2,3,16,-18,0,3,-11,-19,-22,-20
Cn1cc(SCC(=O)N2CCOCC2)c2ccccc21,-7,-15,0,-8,-35,-5,-6,0,-23,-7,-35
CCc1cccc(CC)c1NC(=O)COC(=O)Cc1ccsc1,3,0,2,-5,8,4,-5,-8,7,-4,5
O=C(CN1CCN(S(=O)(=O)c2ccc(F)cc2)CC1)NCC1(N2CCOCC2)CCCCC1,7,3,-9,7,22,-7,5,26,3,-8,4
O=C(COc1cc(Cl)ccc1Cl)Nc1ccc2c(c1)CCC2,-12,-30,1,0,-17,-10,-3,1,3,7,-24
CC(NC(=O)C(=O)NCCc1c[nH]c2ccccc12)c1ccccc1 (stereo not drawn),2,-7,-5,21,12,10,12,0,18,1,-24
O=C1c2ccccc2C(=O)C1Cc1cccc2ccccc12,3,-21,-6,4,8,15,-9,-12,-1,3,10
COc1ccc(/C=N/NC(=O)c2nnn(-c3nonc3N)c2C)cc1OC,6,-3,-7,-3,1,-43,-13,18,-14,-2,-16
O=C1Nc2ccccc2O/C1=C\c1c(F)cccc1Cl,-10,-10,-14,11,2,-2,18,-29,-14,10,-7
COc1ccc(Cl)cc1NC(=O)CN(C)C(=O)COc1ccccc1F,3,-3,-13,8,21,-25,-8,12,3,18,14
COc1ccc(N(C(=O)c2snc(C(N)=O)c2N)C(C(=O)NCc2ccccc2)c2ccc(F)cc2)c(OC)c1 (stereo not drawn),2,2,4,-26,19,0,7,-24,3,6,5
CSCCC(C(=O)Nc1c(C)cccc1C)N1CCN(c2ccc(F)cc2)CC1 (stereo not drawn),-16,-3,·,8,10,-8,0,7,12,6,10
CCC(=O)Nc1cccc(-n2nnnc2SCC(=O)NCc2ccco2)c1,12,-10,-6,1,-5,-8,1,-9,7,-15,-21
O=C(c1noc2c1CCCC2)N1CCCC(N2CCN(c3ccccc3F)CC2)C1 (stereo not drawn),16,-4,-2,2,-15,4,-10,·,·,2,-7
O=S(=O)([N-]c1nc2ccccc2nc1-[n+]1ccc(-c2ccncc2)cc1)c1ccccc1,-1,24,-3,-88,-58,-5,10,-72,-31,1,-76
N/C(Cc1ccc([N+](=O)[O-])cc1)=N\OC(=O)c1cccc(Br)c1,-10,-23,0,2,-5,-16,-1,1,-7,13,-5
O=C(N/N=C/c1c[nH]c2ccc(Br)cc12)c1ccccn1,9,-17,-6,-98,-57,-6,-4,-37,-12,-16,-61
Cc1cc(C)cc(C(=O)NCCn2cc(SCC(=O)N3CCOCC3)c3ccccc32)c1,28,-5,-13,-9,3,16,6,19,6,9,3
O=C(Oc1ccccc1-c1nnco1)c1ccccc1,2,-25,-12,-23,5,8,0,-16,-7,-5,-19
Cn1c(=O)oc2cc(S(=O)(=O)Nc3cccc(C(=O)O)c3)ccc21,13,-2,-3,2,7,17,-7,-14,4,-11,-5
C=CCn1c(-c2cc(-c3ccc(C)cc3)nc3ccccc23)n[nH]c1=S,20,-17,-5,-1,-14,-7,3,-6,9,-12,-13
Cc1cnc(NC(=O)c2sc3ccccc3c2Cl)s1,-54*,49,17,-146,-142,85*,82*,-101,-60,-27,-128
CCCCn1c(=O)c(C(C)=O)c(O)c2ccccc21,7,13,-15,-8,18,18,-1,11,2,0,-4
Cc1ccc(/C=C/C(=O)Nc2ccc([N+](=O)[O-])cc2)o1,-7,10,-19,-5,-23,3,-3,0,1,-18,-20
CCC(Oc1ccccc1)C(=O)NC1CCCCCC1 (stereo not drawn),0,3,4,13,-8,1,-2,-7,3,-10,-11
CN(Cc1ccccc1)c1oc(-c2ccco2)nc1C#N,-3,-11,2,-20,12,-32,-7,-28,-1,4,-1
CCc1nnc(NC(=O)CCc2c[nH]c3ccccc23)s1,13,16,-7,19,7,-26,-13,24,7,-2,3
O=C(O)COc1ccc(Br)cc1/C=N/O,-7,12,-5,-2,-7,20,-9,-30,-4,11,-11
Cc1ccc(C(C(=O)NC2CCCCC2)N(Cc2cccnc2)C(=O)C2COc3ccccc3O2)o1 (stereo not drawn),-14,-9,5,14,20,-19,2,6,1,4,7
N#Cc1ccc(C(=O)N2CCC3CC2c2cc(-c4ccccc4)ccc23)cc1 (stereo not drawn),-10,14,1,-1,-1,-10,4,1,8,-8,-11
O=C(c1cccs1)N(Cc1ccco1)c1nc(-c2ccc(F)cc2)cs1,-6,-43,-5,-5,10,9,4,19,5,4,3
CC(C)c1ccc(NC(=O)c2cc([N+](=O)[O-])ccc2N2CCOCC2)cc1,10,12,-7,3,-3,0,-15,-27,-2,13,-23
Cc1cccnc1NC(=O)c1ccc2c(c1)NC(=O)C(C)S2 (stereo not drawn),8,-29,-1,-22,3,13,0,-19,2,-24,-23
C=CCN1C(=O)c2ccc(C(=O)N(C)CC(=O)Nc3cccc(F)c3)cc2C1=O,-6,-2,-12,16,9,-14,-9,-19,1,0,-4
Cn1nc(-c2ccc(Cl)cc2)c2cc(C(=O)NCC3CCCO3)sc21 (stereo not drawn),1,-9,-17,12,-1,-18,15,-25,-3,-89,-3
CC(C)c1nnc(SCc2ccc(CSc3nnc(C(C)C)n3N)cc2)n1N,3,0,-10,-3,-2,-5,13,7,10,14,4
CCOC(=O)C1=CCN(S(=O)(=O)c2ccc(F)cc2)C1c1cccc(C)c1 (stereo not drawn),-23,-3,·,3,-3,6,4,3,15,-2,19
O=C(C1CCC(Cn2c(=O)[nH]c3ccccc3c2=O)CC1)N1CCN(c2ccccc2)CC1 (stereo not drawn),11,6,1,-4,7,4,18,-16,5,-34,-4
C[C@@H]1CN([C@H](C)CO)C(=O)c2c(c3ccccc3n2C)-c2ccccc2CO[C@@H]1CN(C)C(=O)Nc1ccccc1C(F)(F)F,-5,-8,-3,-6,7,-7,-15,1,0,-4,-14
O=S(=O)(Nc1nc2ccc(Cl)cc2s1)c1cccs1,-12,-28,-3,-2,-24,-5,14,·,·,-12,-49
O=C(NCc1cccnc1)C1CCCN(S(=O)(=O)c2ccccc2)C1 (stereo not drawn),-2,-22,-2,9,14,-3,16,3,-18,7,1
O=C(NCc1ccc(F)cc1)c1ccncc1,-5,20,2,6,-1,6,-6,15,-1,4,9
N#CC1=C(N)C(C#N)(C#N)[C@H](c2ccoc2)[C@H]2CN(Cc3ccccc3)CC=C12,-8,13,1,4,-1,-2,21,13,12,14,0
O=C(Nc1ccc(-c2ccccc2)cc1)c1ccccc1,-8,8,8,-14,11,19,-8,-11,-6,-8,-9
# Going on with the list:
SMILES,KKLEB cytotox,TROY NFkB inh,EBV LMP1 NFkB,LRH-1 inv ag,NCOA3 inh,TWEAK Fn14 block,C8 TRAIL sens,SRC2 inh,COUP-TFII inh,CF NFkB block,NCOA1 inh
COc1cc(C(=O)NC(=S)Nc2ccc(Cc3ccncc3)cc2)cc(OC)c1OC,4,26,15,-2,-18,13,7,22,-12,5,9
Cc1c(C)c2ccc(OCC(=O)Nc3ccc(CN4CCOCC4)cc3)cc2oc1=O,11,26,8,5,-7,-3,-2,-4,-11,-48,20
O=C(COC(=O)CCC(=O)c1ccc(F)cc1)Nc1ccccc1,1,15,3,1,10,-8,-11,-31,1,-23,-9
C[C@H]1CCCCO[C@H](CN(C)S(=O)(=O)c2cn(C)cn2)[C@@H](C)CN([C@@H](C)CO)C(=O)c2cc(NS(=O)(=O)c3ccccc3)ccc2O1,20,-5,-6,-19,-3,12,-1,-30,-7,-17,-16
CC(C)Oc1ccc(Cc2n[nH]c(=S)n2Cc2ccccc2)cc1Cl,3,23,1,-1,14,92*,10,12,9,0,-10
CCOc1ccc(N(CC(=O)Nc2ccccc2)S(C)(=O)=O)cc1,5,-24,-2,-24,5,3,1,-22,-18,6,-45
C=CCc1cc(/C=C2/NC(=O)N(CC(=O)OC)C2=O)cc(OC)c1O,8,-2,-3,8,-1,8,1,16,23,9,4
Clc1nc2ccccc2nc1-c1ccccc1,11,-3,-10,8,1,-12,6,-22,-9,-7,19
CC(C)CN(CCCNC(=O)CN1C(=O)COc2ccc(S(=O)(=O)N3CCCCCC3)cc21)CC(C)C,-1,3,-3,-18,-15,-6,-9,6,-6,17,-10
Cc1ccc(N2CCOCC2)c2c1C(=O)c1ccccc1C2=O,-7,-10,-15,27,19,18,13,0,17,-4,14
CC(NC(=O)OC1CCCCC1)N1C(=O)C2C3C=CC(C3)C2C1=O (stereo not drawn),6,7,14,16,-1,15,8,-31,-6,-9,17
CCN(CC)S(=O)(=O)c1ccc(N2CCCC2)c(NC(=O)C2CSC3(C)CCC(=O)N23)c1 (stereo not drawn),16,-22,-1,11,-12,-2,-20,-8,8,-14,11
Cc1ccc(-c2cc(C(F)F)n3ncc(C(=O)Nc4cn(C)nc4C)c3n2)cc1,5,-29,-7,10,-14,-33,-10,-19,23,-87,1
COc1ccc(C2/C=C\CN(S(=O)(=O)/C=C/c3ccccc3)CC(=O)N2Cc2ccc(F)cc2)cc1 (stereo not drawn),-14,-10,-3,25,-3,0,19,3,7,14,-7
Cc1sc2ncnc(NCC3(N4CCOCC4)CCCCC3)c2c1C,-20,3,-2,-19,-4,3,5,-6,-12,22,-3
CCN(CC(=O)Nc1c(F)cccc1F)C(=O)CCCOc1ccc(OC)cc1,0,8,3,-3,19,-6,3,-14,-11,-14,-9

# Single records (already shown). Screens in order: KKLEB cytotox | TROY NFkB inh | EBV LMP1 NFkB | LRH-1 inv ag | NCOA3 inh | TWEAK Fn14 block | C8 TRAIL sens | SRC2 inh | COUP-TFII inh | CF NFkB block | NCOA1 inh
# COc1ccc(C2/C=C\CN(S(=O)(=O)/C=C/c3ccccc3)CC(=O)N2Cc2ccc(F)cc2)cc1 (stereo not drawn) is entered as -14 | -10 | -3 | 25 | -3 | 0 | 19 | 3 | 7 | 14 | -7
# CCN(CC)S(=O)(=O)c1ccc(N2CCCC2)c(NC(=O)C2CSC3(C)CCC(=O)N23)c1 (stereo not drawn) is entered as 16 | -22 | -1 | 11 | -12 | -2 | -20 | -8 | 8 | -14 | 11
# Cc1sc2ncnc(NCC3(N4CCOCC4)CCCCC3)c2c1C is entered as -20 | 3 | -2 | -19 | -4 | 3 | 5 | -6 | -12 | 22 | -3
# CC(NC(=O)OC1CCCCC1)N1C(=O)C2C3C=CC(C3)C2C1=O (stereo not drawn) is entered as 6 | 7 | 14 | 16 | -1 | 15 | 8 | -31 | -6 | -9 | 17

# Source: PubChem BioAssay (several laboratories)
